Bioassay records as filed in PubChem.
MrgX1 ag = human MrgX1 receptor agonism, primary screen | Q96LB2 | MrgX1-HEK293 cells, Fluo-4 calcium fluorescence, agonist mode; hits give high values | B-score at 10 µM | 0.44% of 310,000 active;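 active = calcium response B-score plate-corrected fluorescence ratio at least 3 library SD, with starting fluorescence B-score inside 5 SD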
Target sequence (Q96LB2 whole entry, looked up): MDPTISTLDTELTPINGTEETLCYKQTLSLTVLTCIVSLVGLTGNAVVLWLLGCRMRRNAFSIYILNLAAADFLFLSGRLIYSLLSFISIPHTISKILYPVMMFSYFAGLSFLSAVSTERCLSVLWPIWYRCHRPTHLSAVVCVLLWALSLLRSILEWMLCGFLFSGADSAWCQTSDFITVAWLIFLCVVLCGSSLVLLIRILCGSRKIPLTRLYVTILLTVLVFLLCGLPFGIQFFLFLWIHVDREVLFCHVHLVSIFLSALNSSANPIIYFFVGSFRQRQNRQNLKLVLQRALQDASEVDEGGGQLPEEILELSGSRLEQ
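Test system: Stable human MrgX1 HEK293 cell line | Schedule: Overnight plating before 1 h dye loading | Read-out basis: Baseline-normalised fluorescence change ratio, B-scored | Detection: Kinetic calcium dye fluorescence, Fluo-4 NW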
PolyA inhibitor = yeast polyadenylation inhibition | S. cerevisiae SKY197-pL101 polyadenylation reporter, beta-gal luminescence; efflux-impaired pdr1/pdr3 knockout yeast; score 100 = 6 SD above DMSO | calls only at 12 µM | 0.02% of 300,000 active | AID 1875;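 active = lowest replicate activity score at least 50, where 100 means six control SD above control mean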;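 also: yeast exposed to compound for 9 h at 30 °C; higher score means more reporter readthrough which indicates perturbed polyadenylation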
TRPC4 block = TRPC4 (mouse) channel inhibition | AID 2247 | HEK293 TRPC4beta/mu-opioid, DAMGO-evoked Fluo4 calcium flux; hits give low values | Q9QUQ5 | B-score at 10 µM | 0.39% of 300,000 active;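 active = B-score over 3 SD under the library average, no early fluorescence shift, positive overall ratio signal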
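Assay system: HEK293 cells with stable TRPC4beta plus mu-opioid receptor expression. Dosing: single dose. Measured by: Fluo4 Ca2+ flux fluorescence. Also added: DAMGO in two steps, submaximal then maximal. Read-out: B score from integrated Fluo4 fluorescence ratio.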
TRPC6 act = mouse TRPC6 channel activation; HEK293-TRPC6 membrane potential dye fluorescence; hits give high values; B-score at 10 µM; AID 2550; 0.13% of 310,000 active;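 active = B-score of the integrated fluorescence ratio above library mean plus 3 SD, and starting fluorescence ratio within library mean plus 5 SD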;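 also: higher score means more depolarization so channel activation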
TRPC6 inh = mouse TRPC6 channel inhibition | Q61143 | HEK293-TRPC6, membrane potential dye, ACh-evoked depolarization; hits give low values | B-score at 10 µM | 1.1% of 310,000 active;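 active = B-score under library mean minus 3 SD, initial fluorescence not abnormally high, positive integrated signal ratio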;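 also: B-score derived from integrated fluorescence ratio over the kinetic read; more negative B-score means stronger inhibition of depolarization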
MrgX1 antag = antagonists of human MrgX1 receptor. Q96LB2. B-score at 10 µM. AID 588676. MRGX1-HEK293 calcium flux, Fluo-4, BAM8-22 antagonism; hits give low values. 1.3% of 310,000 active;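 active = calcium-response B-score plate-corrected more than 3 library SD below zero, starting fluorescence within 5 deviations, no agonist response on first addition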;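 also: peak minus trough fluorescence over baseline after final BAM8-22 challenge near maximal dose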
MrgX1 allo act = human MrgX1 positive allosteric modulation, primary screen. Q96LB2. MrgX1-HEK293, Fluo-4 calcium flux, FDSS; hits give high values. B-score at 10 µM. 0.63% of 310,000 active. AID 588675;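 active = plate-corrected calcium response at least 3 library SD above typical, normal starting fluorescence, not activating the receptor alone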;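 also: compound read alongside a low EC10 to EC30 dose of BAM8-22 agonist; peak minus trough fluorescence over baseline measured at the second addition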
TRPC4 potent = allosteric potentiators of mouse TRPC4 channel; AID 2227; 0.42% of 310,000 active; B-score at 10 µM; HEK293 TRPC4beta/mu-opioid, DAMGO EC20, Fluo-4 Ca2+ flux; hits give high values;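 active = B-score of calcium response area above 5 SD of library B-scores, with initial fluorescence ratio within 5 SD of library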;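 also: B-score of integrated fluorescence ratio over time as area under calcium response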
HIF activator = HIF pathway transcriptional activation | U2OS HRE-luciferase reporter, luminescence; normalized: DMSO 0%, desferrioxamine 100% | activation, % at 7.5 µM (by protocol) | 0.32% of 300,000 active | AID 1910;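 active = mean activation of at least 10% of the iron chelator positive control signal, with at least half of replicates also reaching 10%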
TRPC4 act = opens the mouse TRPC4 cation channel | Q9QUQ5 | HEK293 TRPC4beta/mu-opioid, Fluo4 calcium fluorescence; hits give high values | B-score at 10 µM | 0.49% of 310,000 active | AID 2237;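 active = B-score above 5 SD of library B-scores, and initial fluorescence ratio not above library mean plus 5 SD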;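 also: positive B-score marks a calcium rise read as TRPC4 activation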
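Assay system – TRPC4beta and mu-opioid receptor HEK293 stable cells · Measured by – Fluo4 fluorescence, kinetic · Schedule – dye loading 45 min room temperature, 110 s kinetic read · Read-out – B-scored integrated calcium fluorescence ratio · Controls – buffer and maximal DAMGO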
AI-2 QS mod = modulates the Vibrio harveyi AI-2 quorum sensing system. Vibrio harveyi JMH597 AI-2 luminescence/OD600 ratio, 9 h; hits give low values; strain lacks LuxN and CqsS sensors; 0 = neutral-control median. activity change, % at 7.5 µM. 0.4% of 300,000 active; in the data active = activity change below about -75%, passing the limit was not always enough;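 also: luminescence divided by OD600 gain over 9 h not by final OD600 alone; inactives centre near 13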
Active calls of the source: *; i = inactive; . = not tested or not shown. The list is partial. The share of hits here may be higher or lower than overall.

SMILES	MrgX1 ag	PolyA inhibitor	TRPC4 block	TRPC6 act	TRPC6 inh	MrgX1 antag	MrgX1 allo act	TRPC4 potent	HIF activator	TRPC4 act	AI-2 QS mod
O=C1C(=O)c2ccccc2C(O)=C1c1cccc([N+](=O)[O-])c1	i	i	i	i	i	i	i	i	23*	i	47
CC1(c2nnc(-c3cccc(Cl)c3)o2)CC(c2ccccc2)=NO1 (configuration not stated)	i	i	i	i	i	i	i	i	0.9	i	1
COc1cc(C=O)ccc1OCCOCCOc1cc(C)ccc1Cl	i	i	i	i	i	i	i	i	-0.2	i	16
Nc1ccc(C(=O)N/N=C/c2cn(Cc3ccccc3)c3ccccc23)cc1	i	i	i	i	i	i	i	i	0.6	i	34
Cc1ccc([N+](=O)[O-])cc1NC(=O)CN(C1CCCCC1)S(=O)(=O)c1ccc(Cl)cc1	.	i	i	i	i	.	.	i	-0.6	i	9
C=C1c2cc3c(cc2NC(=S)N1Cc1ccccc1)OCO3	i	.	i	i	i	i	i	i	3.6	i	-12
COc1ccc(C(=O)NCCS(=O)(=O)N2CCc3ccccc3C2)cc1OC	i	i	i	i	i	i	i	i	-0.3	i	18
Cc1cccc(C)c1N(CC(=O)N/N=C/c1cc(Br)c(C)o1)S(C)(=O)=O	i	i	i	i	i	i	i	i	-0.3	i	29
CCN(CC)c1ccc(NC(=O)C2CCCN(S(=O)(=O)c3cnc[nH]3)C2)c(C)c1 (configuration not stated)	i	i	i	i	i	i	i	i	.	i	31
Nc1nonc1-n1nnc(C(=O)N/N=C/c2ccc(Br)cc2)c1-c1ccc2c(c1)OCO2	i	i	i	i	i	i	i	i	0.2	i	24
CCOc1ccc(C(C)=O)cc1CN1C(=O)NC2(CCCCCCC2)C1=O	i	i	i	i	i	i	i	i	-0.3	i	24
CC(C)N1C(=O)S/C(=C/c2cccnc2)C1=O	i	i	i	i	i	i	i	i	0.0	i	10
Cc1cc(-c2csc(NC(=O)c3ccc(=O)n(C)n3)n2)c(C)n1CC1CCCO1 (configuration not stated)	i	i	i	i	i	i	i	i	-0.4	i	13
CCn1c(SCC(N)=O)nc2c(c1=O)C1(CCCC1)Cc1ccccc1-2	i	i	i	i	i	i	i	i	-0.3	i	-3
COC(=O)c1ccc(NC(=O)Cn2nc(-c3ccncc3)nc2SCC(=O)Nc2nccs2)cc1	i	i	i	i	i	i	i	i	-0.2	i	7
COc1cc(CNCCc2ccc(S(N)(=O)=O)cc2)ccc1OCc1ccc(Cl)cc1	i	i	i	i	i	i	i	i	0.9	i	17
Cc1ccnc(NS(=O)(=O)c2ccccc2)c1	i	i	i	i	i	i	i	i	-16	i	9
O=C(NCc1ccc(C(F)(F)F)cc1)c1ccc2c(c1)S(=O)(=O)c1ccccc1C2=O	i	i	i	i	i	i	i	i	-0.1	i	35
COc1ccccc1/C=N/Nc1cc(C)nc(N2CCOCC2)n1	i	i	i	i	i	i	i	i	-0.2	i	-1
Cc1c(Cl)c(C(=O)N2CCCC2)nn1C	i	i	i	i	i	i	i	i	.	i	13
CN(C)Cc1ccc(O)c(CCc2ccccc2)n1	i	i	i	i	i	i	i	i	0.0	i	-7
CO/N=C/C(=N\Nc1cc(OC)cc(OC)c1)C(=O)c1ccccc1	i	i	i	i	i	-5.4*	i	i	-0.5	i	13
CC(=O)c1ccc(S(=O)(=O)NCc2cccnc2)cc1	i	i	i	i	i	i	i	i	-0.6	i	18
COc1cc(C2C(C#N)=C(N)Oc3cc(C)oc(=O)c32)cc(OC)c1OC (configuration not stated)	i	i	i	i	i	i	i	i	-0.2	i	12
O=C(CNC(=O)c1cccs1)N=Nc1c(O)[nH]c2ccc([N+](=O)[O-])cc12	i	i	i	i	i	i	i	i	-0.6	i	11

Compound profiles (already shown). Screens in order: MrgX1 ag, PolyA inhibitor, TRPC4 block, TRPC6 act, TRPC6 inh, MrgX1 antag, MrgX1 allo act, TRPC4 potent, HIF activator, TRPC4 act, AI-2 QS mod
Entry for `C=C1c2cc3c(cc2NC(=S)N1Cc1ccccc1)OCO3` = i, ., i, i, i, i, i, i, 3.6, i, -12
Entry for `Cc1ccnc(NS(=O)(=O)c2ccccc2)c1` = i, i, i, i, i, i, i, i, -16, i, 9

Further results.
SMILES	MrgX1 ag	PolyA inhibitor	TRPC4 block	TRPC6 act	TRPC6 inh	MrgX1 antag	MrgX1 allo act	TRPC4 potent	HIF activator	TRPC4 act	AI-2 QS mod
Nc1ccc(C(=O)OCC(=O)NC2CCS(=O)(=O)C2)cc1[N+](=O)[O-] (configuration not stated)	i	i	i	i	i	i	i	i	0.0	i	27
COc1ccccc1CNC(=O)CS(=O)Cc1nc(-c2ccccc2C)oc1C (configuration not stated)	i	i	i	i	i	i	i	i	0.3	i	3
Clc1ccc(C2=NN=C3COc4ccccc4N3C2)cc1	i	i	i	i	i	i	i	i	2.2	i	3
O=c1cc(CO)oc(CN2CCN(c3cccc(C(F)(F)F)c3)CC2)c1O	i	i	i	i	i	i	i	i	2.7	i	23
CC(C)c1ccc(OCCCCN2CCCCC2)cc1	i	i	i	i	i	i	i	i	0.5	i	17
COc1ccc(C(=O)Nc2ccc3[nH]ncc3c2)cc1OC	i	i	i	i	i	i	i	i	1.0	i	19
Fc1cccc(COc2ccccc2CNc2ccccc2)c1	i	i	i	i	i	i	i	i	-0.4	i	10
COc1cc(C2C3=C(CCCC3=O)OC3=C2C(=O)CCC3)ccc1OCC(=O)Nc1ccccc1	i	i	i	i	i	i	i	i	0.5	i	-2
COc1ccc(C(=O)CSc2nccn2C)c(OC)c1	i	i	i	i	i	i	i	i	3.0	i	-1
Cc1ccc(-n2nc(C)c(Sc3ccccc3[N+](=O)[O-])c2N)cc1	i	i	i	i	i	i	i	i	-0.2	i	31
Cc1cccc(OCc2nnc(SCc3nc4ccccc4c(=O)[nH]3)o2)c1	i	i	i	i	i	i	i	i	-0.3	i	15
Cc1ccccc1OCC(=O)OCC(=O)c1ccc(OC(=O)c2ccccc2)cc1	i	i	i	i	i	i	i	i	0.4	i	10
COC(=O)C1=C(C)N(C2CCCCC2)C(=O)C1	i	i	i	i	i	i	i	i	-0.6	i	81
Cc1ccc(-n2c(C)cc(/C=C3\NC(=O)NC3=O)c2C)c(C)c1	i	i	i	i	i	i	i	i	0.0	i	16
CS(=O)(=O)N1CCC(C(=O)Nc2ccc(Oc3ccccc3)cc2)CC1	i	i	i	i	i	i	i	i	0.2	i	-15
Cc1cc(NC(=O)c2ccc3c(c2)C(=O)N(C(C)(C)C)C3=O)no1	i	i	i	i	i	i	i	i	-0.6	i	9
CC(=O)Nc1ccc(NC(=O)C(C)OC(=O)/C(C#N)=C/c2ccc(N(C)C)cc2)cc1 (configuration not stated)	i	i	i	i	i	i	i	i	2.8	i	26
O=C(CCc1nc2sc3c(c2c(=O)[nH]1)CCCC3)NCCc1ccccc1	i	i	i	i	i	i	i	i	1.0	i	22
CCOC(=O)CN1C(=O)N[C@@H](c2ccccc2)[C@@H](C(=O)OC)[C@H]1C	i	i	i	i	i	i	i	i	-0.6	i	11
CCCC(=O)Nc1ccccc1NC(=O)c1ccc(OCC)c(OCC)c1	i	i	i	i	i	i	i	i	-0.2	i	13
CC(=O)Nc1ccc(N(C(=O)Cc2cccs2)C(C(=O)NC2CCCC2)c2ccncc2)cc1 (configuration not stated)	i	i	i	i	i	i	i	i	-1.2	i	27
CCOCN(C(=O)Cn1c(CO)nc2ccccc21)c1c(C)cccc1CC	i	.	i	i	i	i	i	i	0.0	i	8
COc1cccc(NC(=O)[C@H](Cc2ccccc2)NC(=O)[C@@H]2Cc3ccccc3CN2)c1	i	i	i	i	i	i	i	i	1.3	i	3
O=C(CSc1ncnc2sc3c(c12)CCCC3)c1ccco1	i	i	i	i	i	i	i	i	.	i	15
COc1ccc(C(=O)Nc2cc(C)nn2-c2cccc(F)c2)cc1OC	i	i	i	i	i	i	i	i	-1.5	i	14
Further structures:
SMILES	MrgX1 ag	PolyA inhibitor	TRPC4 block	TRPC6 act	TRPC6 inh	MrgX1 antag	MrgX1 allo act	TRPC4 potent	HIF activator	TRPC4 act	AI-2 QS mod
Cc1noc(C)c1C(=O)Nc1sc2c(c1C(N)=O)CCCCC2	i	i	i	i	i	i	i	i	0.6	i	7
COc1cc(NC(=S)N2CCCCC2C)cc(OC)c1OC (configuration not stated)	i	i	i	i	i	i	i	i	-0.2	i	19
Cc1cccc(NC(=O)c2cnc3sccn3c2=O)c1	i	i	i	i	i	i	i	i	1.7	i	9
COc1ccc(CC(=O)NCc2cn3ccsc3n2)cc1	i	.	i	i	i	i	i	i	-0.7	i	17
Cn1c(SCc2ccc(F)cc2)nnc1-c1cnccn1	i	i	i	i	i	i	i	i	2.7	i	31
O=C(O/N=C/c1ccc2c(c1)OCO2)c1ccccc1Cl	i	i	i	i	i	i	i	i	1.7	i	-41
CC1=CC2=NC(=O)/C(=C\c3cccn3CCOc3ccccc3)C(=N)N2O1	i	i	i	i	i	i	i	i	0.2	i	-3
C=CCn1c(SCc2cc(=O)n3ccsc3n2)nc2ccccc2c1=O	i	i	i	i	i	i	i	i	0.5	i	13
CCOc1cc(NC(=O)C2CC2)c(OCC)cc1NC(=O)c1ccccc1OCC	i	i	i	i	i	i	i	i	-0.3	i	.
Cc1cccc(NC(=O)CS(=O)CC(=O)Nc2cnc3ccccc3c2)c1C (configuration not stated)	i	.	i	i	i	i	i	i	-0.7	i	22
O=C(N=Nc1ccc(NOC(=O)c2ccccc2Br)cc1)c1ccccc1O	i	i	i	i	i	i	12*	i	-0.7	i	17
CSCCC(NS(=O)(=O)c1ccccc1F)C(=O)N1CC=C(c2ccccc2)CC1 (configuration not stated)	i	i	i	i	i	i	i	i	-0.2	i	18
CCOC(=O)c1ccc(CSC(=N)N)o1	i	i	i	i	i	i	i	i	1.0	i	30
CC(C)C[C@H](NC(=O)c1nc[nH]c1C(=O)NC(c1ccccc1)c1ccccc1)C(=O)OC(C)(C)C	i	i	i	i	i	i	i	i	-2.2	i	25
CCOc1ccc(OCCC(=O)N(CCCOC)c2c(N)n(Cc3ccccc3)c(=O)[nH]c2=O)cc1	i	i	i	i	i	i	i	i	0.2	i	15
CCOc1ccc(CCNC(=O)C2=C(C)C(=O)OC23CCCCC3)cc1OCC	i	i	i	i	i	i	i	i	0.1	i	13
CCc1noc(C)c1C(=O)N1CCN(S(=O)(=O)c2ccc(C(C)C)cc2)CC1	i	i	i	i	i	i	i	i	-0.2	i	27
